Luciferase inh = Photinus pyralis luciferase inhibition; purified P. pyralis luciferase, luminescence, biochemical; Potency, µM (titrated, usually from 115 µM), without a hit: at the highest dose activity change, negative = inhibition, actives largely listed as inhibitors; actives 2.5% (n = 76,000); also: potency is read from the fitted curve at half-maximal effect; nearly all actives have a fitted effect of over 65% in size
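Cell-free enzyme assay, 10nM P. pyralis luciferase, luciferin and ATP each at 10uM. Inhibition profiled over a 6-point titration, read as luminescence.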
IP6K1 inh = blocks human inositol hexakisphosphate kinase 1; IP6K1 kinase, ADP-Glo luminescence, 2 h; active compounds read low; actives 0.81% (n = 140,000); Q92551; activity change, % (series mostly up to about 58 µM); in the data active = activity change below about -25%
Target sequence (Q92551 whole entry, looked up): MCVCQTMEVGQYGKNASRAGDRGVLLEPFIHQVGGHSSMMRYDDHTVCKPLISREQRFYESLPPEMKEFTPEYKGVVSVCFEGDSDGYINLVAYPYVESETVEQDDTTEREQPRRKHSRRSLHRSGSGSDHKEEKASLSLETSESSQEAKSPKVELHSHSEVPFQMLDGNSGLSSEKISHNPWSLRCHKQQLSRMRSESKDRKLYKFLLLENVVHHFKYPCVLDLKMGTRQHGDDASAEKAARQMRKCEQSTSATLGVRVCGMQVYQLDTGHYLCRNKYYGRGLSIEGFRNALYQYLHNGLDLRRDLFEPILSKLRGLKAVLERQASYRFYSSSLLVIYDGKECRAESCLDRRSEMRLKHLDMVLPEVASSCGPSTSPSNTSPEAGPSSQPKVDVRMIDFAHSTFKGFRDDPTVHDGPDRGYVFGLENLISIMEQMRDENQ
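ADP-Glo luminescence measures ADP made by human IP6K1 during a 2 h RT reaction with ATP/IP6 (mix at 1.3 mM/130 uM); top library doses 57.5 and 19.1 uM final.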
HEK293 viab = cell viability loss counter-screen; HEK-293-SNCA-luc viability, GF-AFC fluorescence, 24 h; Potency, µM (titrated, usually from 57.1 µM), inactives show at the top dose activity change, negative = cytotoxicity, hits mostly cytotoxic; actives 0.12% (n = 150,000); AID 1671193;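 also: potency is read from the fitted curve at half-maximal effect; 0% = DMSO-treated cells and -100% = medium-only wells without cells; nearly all actives have a fitted effect of over 30% in size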
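Cytotoxicity counterscreen: after 24 h compound treatment of genome-edited SNCA-luciferase HEK-293 cells, live-cell protease substrate GF-AFC read by fluorescence after 30 min; activity scaled between DMSO (0%) and medium-only (-100%), curves Hill-fitted.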
GPT2 inhibitor = blocks human glutamate pyruvate transaminase 2. Q8TD30. Recombinant GPT2, coupled pyruvate oxidase/HRP Amplex Red fluorescence. Potency, µM (series often up to 57.7 µM), inactives show at the top dose activity change, negative = inhibition, hits mostly inhibitors. actives 0.25% (n = 100,000). AID 1671188; also: potency is read from the fitted curve at half-maximal effect; nearly all actives have a fitted effect of over 60% in size; many of its hits are not listed in these tables
Target sequence (Q8TD30 whole entry, looked up): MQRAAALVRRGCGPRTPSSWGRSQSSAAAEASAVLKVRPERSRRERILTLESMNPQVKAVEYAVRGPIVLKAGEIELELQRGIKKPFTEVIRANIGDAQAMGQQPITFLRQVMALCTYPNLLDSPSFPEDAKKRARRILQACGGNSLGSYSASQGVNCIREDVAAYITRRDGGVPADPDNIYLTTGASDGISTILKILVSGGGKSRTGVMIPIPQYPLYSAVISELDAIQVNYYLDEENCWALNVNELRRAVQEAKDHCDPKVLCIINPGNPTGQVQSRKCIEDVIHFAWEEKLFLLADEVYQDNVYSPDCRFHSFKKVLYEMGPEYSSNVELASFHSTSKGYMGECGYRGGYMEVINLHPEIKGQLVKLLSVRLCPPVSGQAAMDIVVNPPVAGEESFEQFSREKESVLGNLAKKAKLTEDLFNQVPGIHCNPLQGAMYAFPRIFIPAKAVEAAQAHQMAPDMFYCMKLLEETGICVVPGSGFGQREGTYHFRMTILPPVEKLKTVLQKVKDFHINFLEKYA
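Fluorescence of coupled pyruvate oxidase/HRP/Amplex Red system (50uM Amplex, 30 min, dark) reports pyruvate formed by GPT2. Enzyme reaction: 10ng/uL GPT2, 2mM L-alanine, 250uM a-KG, 30 min room temperature, pH 7.5; 50uM AOA control.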
SNCA expr inhib = reduces expression of the alpha-synuclein gene | actives 0.17% (n = 140,000) | Potency, µM (series often up to 57.2 µM), inactives show at the top dose activity change, negative = inhibition, actives largely listed as inhibitors | AID 1671194 | HEK-293 SNCA-luciferase knock-in, luminescence, 24 h;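 also: potency is read from the fitted curve at half-maximal effect; plate controls were DMSO cells for no effect and cell-free wells for full effect; nearly all actives have a fitted effect of over 45% in size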
3T3 cytotox = kills NIH 3T3 cells; NIH 3T3 viability, CellTiter-Glo ATP luminescence, 48-72 h; Potency, µM (highest dose often 96.7 µM), inactives show at the top dose activity change, negative = cytotoxicity, most hits filed as inhibitors; actives 4.3% (n = 94,000); also: potency is read from the fitted curve at half-maximal effect; nearly all actives have a fitted effect of over 55% in size
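Mouse fibroblast NIH 3T3 cells, 400 per well, received compound via pintool and were incubated for 48 or 72 hr prior to CellTiter-Glo ATP luminescence measurement.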
HEK cytotox = cytotoxic compounds in HEK 293 cells. actives 6.6% (n = 94,000). Potency, µM (top dose mostly 115 µM), for inactives: at the highest dose activity change, negative = cytotoxicity, hits mostly inhibitors. HEK 293 viability, ATP luminescence (CellTiter-Glo), 48-72 h. AID 1345083; also: potency is read from the fitted curve at half-maximal effect; nearly all actives have a fitted effect of over 60% in size
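Read-out: CellTiter-Glo ATP luminescence. Cells: HEK 293, 250 cells/well. Exposure: 48 or 72 hr, 37 degree Celsius.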
Active calls of the source: *; i = inactive; ? = inconclusive; nt = not tested or not shown; [ ] = remark or other dose. Unless noted, calls follow the shape of the dose curve; as a rule, active = well fitted curve in the direction sought with a large enough effect; inconclusive = small, poorly fitted or top-dose-only effect, or another doubt; inactive = no such curve, though single readings can be large; an effect the other way counts as inactive or inconclusive. Unless noted, % is scaled to controls: 0 for no effect and ±100 for the full control effect.

SMILES	Luciferase inh	IP6K1 inh	HEK293 viab	GPT2 inhibitor	SNCA expr inhib	3T3 cytotox	HEK cytotox
CCOC(=O)c1c(C)[nH]c(C)c1S(=O)(=O)N1CCCC(C(=O)N2CCN(c3cccc(Cl)c3)CC2)C1 (stereo not given)	nt	28	-17%	nt	?	nt	nt
Cn1c(=O)c(=O)n(C)c2cc(N3CCCC3)c(NC(=O)c3ccc(C(C)(C)C)cc3)cc21	nt	7	2%	nt	42%[activator]	nt	nt
Cc1cccc(NC(=O)c2ccc3[nH]c(C)cc(=O)c3c2)c1	nt	10	-4%	nt	55%[activator]	nt	nt
O=C1NC2(CN(Cc3cncs3)C2)Oc2ccccc21	-6%[172 µM]	-1	-11%[87.6 µM]	i	?	i	4%[172 µM]
Cc1ccc(CSc2ncc(Cl)c(C(=O)Nc3nc4ccc(C)cc4s3)n2)cc1	nt	-5	5%	nt	-13%	nt	nt
Cn1c2c(c3cc(F)ccc31)CN(C(=O)Nc1ccccc1)CC2	?	-3	3%	4%	19%	?	?
CCn1ncc(CN2CCCCCCNC(=O)[C@@H]3CCC[C@@H]32)c1C	-7%	0	3%	?	-1%	?	?
Cc1ccc([S+](=O)([O-])N2CCN(c3nccc(Nc4ccccc4Cl)n3)CC2)cc1	nt	16	-22%	-2%	-17%	?	?
COc1ccc(-c2cc(C)no2)cc1S(=O)(=O)N1CCN(c2ccc(C(C)=O)cc2)CC1	nt	6	15%	nt	14%	nt	nt
O=C(CN1C(=O)COc2ccc(S(=O)(=O)N3CCCC3)cc21)NCCc1ccc(Cl)cc1	nt	35	-14%	nt	72%[activator]	nt	nt

One compound at a time (already shown). Order of screens: Luciferase inh	IP6K1 inh	HEK293 viab	GPT2 inhibitor	SNCA expr inhib	3T3 cytotox	HEK cytotox
Cc1ccc(CSc2ncc(Cl)c(C(=O)Nc3nc4ccc(C)cc4s3)n2)cc1 in the list: nt	-5	5%	nt	-13%	nt	nt
O=C(CN1C(=O)COc2ccc(S(=O)(=O)N3CCCC3)cc21)NCCc1ccc(Cl)cc1 in the list: nt	35	-14%	nt	72%[activator]	nt	nt
Cc1cccc(NC(=O)c2ccc3[nH]c(C)cc(=O)c3c2)c1 in the list: nt	10	-4%	nt	55%[activator]	nt	nt
COc1ccc(-c2cc(C)no2)cc1S(=O)(=O)N1CCN(c2ccc(C(C)=O)cc2)CC1 in the list: nt	6	15%	nt	14%	nt	nt
O=C1NC2(CN(Cc3cncs3)C2)Oc2ccccc21 in the list: -6%[172 µM]	-1	-11%[87.6 µM]	i	?	i	4%[172 µM]

(continued)
SMILES	Luciferase inh	IP6K1 inh	HEK293 viab	GPT2 inhibitor	SNCA expr inhib	3T3 cytotox	HEK cytotox
Fc1cccc(Nc2ncc(-c3cncnc3)c3c2OCC3)c1	nt	-11	3%[87.6 µM]	i	12%[87.6 µM]	nt	nt
Cc1cn2nc(C(=O)NCc3ccccc3Cl)cc2c(N2CCSCC2)n1	-3%	-12	-8%	i	-15%	-12%	-9%
Cc1ccc(-c2ccc3nnc(CNC(=O)CNC(=O)c4ccccc4)n3n2)cc1	0%	-8	-4%	i	?	-3%	i
O=C(NCc1ccccc1Cl)C1CCc2nnc(C3CC3)n21 (stereo not given)	nt	19	5%[12.5 µM]	i	-20%	-10%	-23%
Clc1cc(NC2CCOC2)n2nccc2n1 (stereo not given)	-4%[172 µM]	19	6%[87.6 µM]	i	36%[activator][87.6 µM]	-26%[138 µM]	-19%[172 µM]
CNC(=O)C1CCCN(S(=O)(=O)c2ccccc2)CCC(=O)NCC1 (stereo not given)	-11%	5	-20%	i	-37%	-2%	i
COCCNC(=O)[C@@H]1CCC[C@@H](NCc2cccnc2)CN(C)C(=O)C1	-2%[172 µM]	22	-2%[87.6 µM]	-2%[88.5 µM]	29%[87.6 µM]	i	i
CC(C)CCc1noc(CN2CCCN(C(=O)c3ccco3)CC2)n1	-11%	-1	5%	i	-14%	-10%	-20%
COC(=O)c1c(C)sc(-c2c(-c3ccc4c(c3)OCCO4)[nH]c3[nH]c(=O)[nH]c(=O)c23)c1O	nt	226	-3%	nt	-11%	nt	nt
CCOc1ccc(NC(=O)CCc2c(C)nc3c(c(C)nn3-c3ccccc3)c2C)cc1	nt	-18	-4%	nt	-7%	nt	nt
CC(NC1CCC2(CCNCC2)CC1)c1nc(-c2ccccn2)no1 (stereo not given)	2%	-16	1%	1%[11.5 µM]	-6%	-2%	?
Cc1cc(C)c(Cn2c(=O)n(CCCCCC(=O)NCc3ccc4c(c3)OCO4)c(=O)c3sccc32)c(C)c1	nt	2	1%	nt	20%	nt	nt
Cc1nc2nc(NC(=O)c3ccc(C(C)(C)C)cc3)[nH]n2c(=O)c1Cl	nt	-6	-1%	nt	-17%	nt	nt
Cc1noc2c(NC(C)C)cc(-c3cccnc3)nc12	7%[230 µM]	1	0%[87.6 µM]	?	3%[87.6 µM]	40µM*	-26%[230 µM]
Cc1nn2c(=O)cc(COC(=O)c3ccc(C(C)(C)C)cc3)nc2s1	nt	13	-4%	nt	20%	nt	nt
O=C(NCc1ccc(N2CCOCC2)cc1)c1cc2c(s1)CN(C1CC1)C2	-28%	13	1%	i	46%	?	-28%
Cc1ccccc1-c1cnc2[nH]cc(CC(=O)NCCN(C)C)c2c1	-17%[172 µM]	-15	8%[87.6 µM]	-8%[88.5 µM]	?	?	40µM*
CCS(=O)(=O)N1CCCC(Cc2ncc(C)n2Cc2ccc(F)cc2)C1 (stereo not given)	4%	-8	-4%	i	15%	i	-13%
COc1ccc(C(C)=O)cc1CSc1nc(NCCc2ccccc2)c2ccccc2n1	nt	5	2%	nt	?	nt	nt
Cc1cnc(C(=O)NCC(=O)N2CCCCCCNC(=O)CC2c2ccccc2)cn1 (stereo not given)	-1%	15	4%	i	10%	i	i
O=C(c1ccc(F)cc1)N1CCN(c2nccc(Nc3ccccc3Cl)n2)CC1	nt	22	-9%	i	?	?	?
CCOC(=O)c1ccccc1NC(=O)CSc1cc(C)[nH]c(=O)n1	nt	18	-4%	nt	-12%	nt	nt
Cc1cc(C)c(CNC(=O)c2nc(-c3cccc(F)c3)cc3c2ccn3C)c(=O)[nH]1	9%[172 µM]	-4	-17%[87.6 µM]	-6%[88.5 µM]	-14%[87.6 µM]	-29%[138 µM]	?
COC(=O)c1sccc1S(=O)(=O)N(CC(=O)NCc1ccc(C)cc1)c1ccc(Cl)cc1	nt	-15	-12%	nt	8%	nt	nt
Cc1ccc(CS(=O)(=O)Cc2ccc(C(=O)NCCc3ccc(Cl)cc3)o2)cc1	nt	33	13%	nt	-10%	nt	nt
Cc1[nH]c(=O)[nH]c(=O)c1C1N2CC3(C(C)C)CN1CC(C(C)C)(C2)C3=O (stereo not given)	nt	-6	2%	nt	0%	nt	nt
CCC1CN(C(=O)N2CCC(C(=O)NCc3cccs3)CC2)c2ccccc2O1 (stereo not given)	nt	3	-3%	nt	-4%	nt	nt
O=C(Cc1ccccc1Cl)N1CCC[C@H]1c1nc(-c2ccccc2)no1	-9%	-5	-8%	-5%	22%	?	?
COCCN1CC(CO)C2(CCN(C(=O)CN3CCOCC3)CC2)C1 (stereo not given)	2%	1	-2%[12.5 µM]	-6%	?	i	5%
COc1ccc(OC)c(S(=O)(=O)N2C[C@@H](Oc3ccccc3)C[C@H]2C(=O)NC2CC2)c1	3%	0	-1%	i	18%	?	5%

Grouped by structure, the entries above with fluorine.
SMILES	Luciferase inh	IP6K1 inh	HEK293 viab	GPT2 inhibitor	SNCA expr inhib	3T3 cytotox	HEK cytotox
Cn1c2c(c3cc(F)ccc31)CN(C(=O)Nc1ccccc1)CC2	?	-3	3%	4%	19%	?	?
Fc1cccc(Nc2ncc(-c3cncnc3)c3c2OCC3)c1	nt	-11	3%[87.6 µM]	i	12%[87.6 µM]	nt	nt
CCS(=O)(=O)N1CCCC(Cc2ncc(C)n2Cc2ccc(F)cc2)C1 (stereo not given)	4%	-8	-4%	i	15%	i	-13%
O=C(c1ccc(F)cc1)N1CCN(c2nccc(Nc3ccccc3Cl)n2)CC1	nt	22	-9%	i	?	?	?
Cc1cc(C)c(CNC(=O)c2nc(-c3cccc(F)c3)cc3c2ccn3C)c(=O)[nH]1	9%[172 µM]	-4	-17%[87.6 µM]	-6%[88.5 µM]	-14%[87.6 µM]	-29%[138 µM]	?

Next section:
SMILES	Luciferase inh	IP6K1 inh	HEK293 viab	GPT2 inhibitor	SNCA expr inhib	3T3 cytotox	HEK cytotox
Cc1ccc(-n2nc(C(=O)Nc3ccc(Br)cc3C)c(=O)n(C)c2=O)cc1	nt	2	4%	nt	10%	nt	nt
CCN1C(=O)C2(CCN(S(=O)(=O)c3ccc(C)c(Cl)c3)CC2)c2ccccc21	3%	-13	1%	-10%	-25%	2%	-6%
CCc1cn(C[C@H](NC(=O)Cc2ccccc2)C(=O)O)c(=O)[nH]c1=O	1%[172 µM]	-11	-5%[87.6 µM]	-16%[88.5 µM]	5%[87.6 µM]	i	-4%[172 µM]
CCCc1nc(C)c(CNC2CCN(C(=O)c3ccccc3)CC2)s1	-8%	11	-2%	-18%	12%	-19%	-19%
CCOc1cc(CNS(=O)(=O)c2ccc3c(c2)C(C)(C)C(=O)N3)cc(OCC)c1OCC	nt	3	-23%	nt	-1%	nt	nt
OC1(CN2CCN(c3nccs3)CC2)CCCNC1 (stereo not given)	-2%	5	-7%	?	16%	i	i
COc1ccc(NC(=O)c2cc3c(=O)[nH]c4ccccc4c3n2C)cc1Cl	nt	11	-1%	nt	-11%	nt	nt
COc1cc2c(cc1OC)N1C(=O)C[C@@]34C=CC[N@+]5([O-])CC[C@H]2[C@H](CC3)[C@@]145	nt	2	-2%	i	nt	nt	nt
CCN(CC)c1ccc(NC(=O)C2CCN(S(=O)(=O)c3ccc4c(c3)oc(=O)n4C)CC2)c(C)c1	nt	16	0%	nt	-11%	nt	nt
CC(C)CN1C(=O)c2cccn2CC1CN (stereo not given)	0%	-6	-27%	i	33%[activator]	-4%	-9%

This is a subset, so the mix of outcomes need not match the whole.
